IMP-1 inhibitor – inhibitors of Pseudomonas aeruginosa IMP-1 metallo-beta-lactamase; purified IMP-1, nitrocefin hydrolysis, epi-absorbance fluorescence; inhibition, % at 5.6 µM; 290,000 tested, 0.45% active; AID 1556;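 active means inhibition above the mean plus 3 SD of all compounds in the same screening run, cut at about 4.5% in these data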;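 further: 0% = IMP-1 with DMSO and 100% = DMSO wells lacking enzyme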
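Material – recombinant IMP-1 enzyme, purified · Amount – IMP-1 0.2 nM before substrate addition · Medium – HEPES buffer pH 7.1 with ZnSO4 and Brij 35 · Timing – 25 °C, 15 min preincubation, 25 min reaction · Measured by – plate fluorescence quenching by hydrolysis product, ex 480/em 530 nm · Read-out – percent enzyme inhibition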
PHOSPHO1 block – PHOSPHO1 (human) inhibition; inhibition, % at 13.3 µM; recombinant PHOSPHO1, absorbance phosphatase assay; 290,000 tested, 1.1% active; Q8TCT1; in the data active means inhibition above about 60%
Target sequence (Q8TCT1 whole entry, looked up): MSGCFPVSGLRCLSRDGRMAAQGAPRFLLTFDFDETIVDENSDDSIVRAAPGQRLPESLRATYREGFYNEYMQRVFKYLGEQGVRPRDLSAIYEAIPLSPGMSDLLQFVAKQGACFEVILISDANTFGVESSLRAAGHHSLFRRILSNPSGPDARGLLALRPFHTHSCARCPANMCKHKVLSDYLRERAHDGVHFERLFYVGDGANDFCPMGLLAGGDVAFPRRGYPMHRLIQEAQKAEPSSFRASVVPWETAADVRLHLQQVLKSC
HCV NS3 hel inh – HCV NS3 helicase inhibition. NS3 helicase DNA unwinding, Cy5 molecular beacon fluorescence. inhibition, % at 10.9 µM. 290,000 tested, 0.56% active. AID 1800;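 active means inhibition above the mean of all tested compounds plus 3 SD, set per campaign, cut at about 35% in these data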;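 further: 0% = DMSO wells and 100% = thioflavine S control wells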
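Assay system: hepatitis C virus NS3 helicase domain fragment enzyme. Also added: annealed dual-labelled DNA beacon duplex, ATP-started. Timing: 1 h reaction at 25 °C, ATP-initiated. Technique: Cy5 fluorescence at 0 and 60 min, beacon hairpin quenching. Evaluation: % inhibition of unwinding. Replication: one well per compound.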
GPR7 antagonist – blocks human GPR7 receptor signaling; P48145; GPR7-expressing cells, fluorescence antagonist assay; inhibition, % at 4.4 µM; 290,000 tested, 1.1% active; in the data active means inhibition above about 16%, passing the limit was not always enough;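 further: cells stimulated with the agonist NPW; 0% = agonist with vehicle and 100% = vehicle without agonist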
V1R ag counter – V1a receptor agonism, counter-screen for OXTR agonists | P37288 | CHO-V1R cells, Fluo-8 calcium fluorescence, agonist mode; 0% DMSO, 100% 3 nM vasopressin | activation, % at 3 µM | 320,000 tested, 0.25% active | AID 2797;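 active means activation above the mean activation of all tested compounds plus 3 SD, per screening run, cut at about 20% in these data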;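 further: signal is peak over basal fluorescence ratio across a 100 second FLIPR read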
Target sequence (P37288 whole entry, looked up): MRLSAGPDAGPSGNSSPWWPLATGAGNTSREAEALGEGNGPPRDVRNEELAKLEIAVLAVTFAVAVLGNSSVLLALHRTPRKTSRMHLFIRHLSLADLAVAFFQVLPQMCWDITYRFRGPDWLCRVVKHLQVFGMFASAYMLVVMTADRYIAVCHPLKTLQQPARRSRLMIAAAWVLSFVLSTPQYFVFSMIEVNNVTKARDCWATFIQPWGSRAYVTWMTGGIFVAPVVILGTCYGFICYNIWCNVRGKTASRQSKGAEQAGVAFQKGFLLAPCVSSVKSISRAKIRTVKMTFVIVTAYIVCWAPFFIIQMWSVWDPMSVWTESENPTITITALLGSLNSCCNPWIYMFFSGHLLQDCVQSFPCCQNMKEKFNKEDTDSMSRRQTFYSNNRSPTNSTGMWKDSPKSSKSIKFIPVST
GalR3 antagonist – human GalR3 antagonism. O60755. HEK293 GalR3-CNG cAMP membrane potential fluorescence; galR3 body fused to GalR1 C-terminus. inhibition, % at 3 µM. 360,000 tested, 0.44% active. AID 651719;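 active means inhibition above the screen-wide average plus 3 SD, cut at about 13% in these data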;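 further: forskolin and galanin both at EC90 stimulate the cells; cAMP rise reported by CNG channel membrane potential dye signal; 0% = forskolin plus galanin with DMSO and 100% = forskolin alone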
DNA FID counter – counter-screen for HCV NS3 helicase inhibitors: DNA intercalator displacement; DNA fluorescent intercalator displacement, fluorescence; inhibition, % at 7.9 µM; 290,000 tested, 0.17% active; in the data active means inhibition above about 37%;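 further: 0% = vehicle and 100% = reference compound; higher means more ethidium bromide displaced from hairpin DNA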
VIM-2 inhibitor – inhibitors of Pseudomonas aeruginosa VIM-2 metallo-beta-lactamase; purified VIM-2, nitrocefin hydrolysis, epi-absorbance fluorescence; 290,000 tested, 0.89% active; AID 1527; inhibition, % at 5.6 µM;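 active means inhibition above the mean of all tested compounds plus 3 SD, cutoff set per screening run, cut at about 7.5% in these data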;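 further: red hydrolysis product quenches plate fluorescence so inhibitors raise well fluorescence; 0% = enzyme with DMSO and 100% = DMSO without enzyme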
OXTR ag – activates the human oxytocin receptor; P30559; CHO-OTR cells, Fluo-8 calcium fluorescence; normalized: DMSO 0%, oxytocin 100%; activation, % at 3 µM; 320,000 tested, 0.32% active; AID 2435;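 active means activation above the mean of all tested compounds plus 3 SD, cutoff set per screening run, cut at about 20% in these data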;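 further: peak over basal fluorescence ratio from a 100 s FLIPR kinetic read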
Active calls of the source: *; . = not tested or not shown.

compound	IMP-1 inhibitor	PHOSPHO1 block	HCV NS3 hel inh	GPR7 antagonist	V1R ag counter	GalR3 antagonist	DNA FID counter	VIM-2 inhibitor	OXTR ag
Cc1ccc(-c2nc3sc4c(c3c(=O)n2N)CC(C)(C)OC4)cc1	-2.9	-12	0	-7	1.0	-5	-5	-2.3	1.4
COc1cc(-c2nc3cccc(C)n3c2NCC2CCCO2)ccc1O (stereo not given)	-3.2	50	5	-2	-0.4	-5	5	-4.9	-2.1
CCc1ccc(Nc2nc(C)cc(C)n2)cc1	-1.3	-1	-11	-13	-1.2	-7	-4	-1.2	-2.1
N=C1/C(=C/c2cccn2-c2cccc([N+](=O)[O-])c2)C(=O)N=C2SC=CN12	-0.1	-8	12	-7	1.5	.	-1	-1.9	2.7
CN1CCN(c2ccc([N+](=O)[O-])cc2NC(=O)c2ccccc2)CC1	-1.6	2	0	-15	0.1	-5	12	1.1	0.3
CCOc1ccc(C2NC(=O)CCC2[N+](=O)[O-])cc1 (stereo not given)	-0.3	10	-4	-6	-0.7	-7	-7	1.8	-0.5
CCOC(=O)c1sc(=S)n2c1[nH]c(=O)c1ccc(C(=O)OC)cc12	-3.1	99*	14	-11	0.2	0	-5	-2.7	-0.6
CC(=O)c1cccc(NC(=O)N[C@@H](CC(C)C)C(=O)O)c1	-3.2	11	0	-12	0.0	-3	5	-2.9	-0.8
CCN1CCN(/C=N/c2nc(C)cs2)CC1	-1.4	10	1	-2	0.6	0	1	-0.5	-0.5
CC(=O)c1cccc(NC(=O)CCn2c(=S)oc3ccccc32)c1	-1.7	42	-4	9	1.4	-10	-4	-3.0	1.8
COc1ccc(CC(=O)NC(=S)Nc2ccc(S(N)(=O)=O)cc2)cc1	-1.6	3	0	20	24*	1	-2	-3.9	25*
O=C(COC(=O)C1c2ccccc2Oc2ccccc21)Nc1ccc2c(c1)OCO2	-1.4	32	-11	-8	6.2	-3	-10	-1.4	7.5

An excerpt from above in order of the GPR7 antagonist value, ascending:
Structure	GPR7 antagonist
CCc1ccc(Nc2nc(C)cc(C)n2)cc1	-13
CC(=O)c1cccc(NC(=O)N[C@@H](CC(C)C)C(=O)O)c1	-12
COc1cc(-c2nc3cccc(C)n3c2NCC2CCCO2)ccc1O (stereo not given)	-2

Returning to the listing with the 7 entries that preceded the break.
compound	IMP-1 inhibitor	PHOSPHO1 block	HCV NS3 hel inh	GPR7 antagonist	V1R ag counter	GalR3 antagonist	DNA FID counter	VIM-2 inhibitor	OXTR ag
CCOc1ccc(C2NC(=O)CCC2[N+](=O)[O-])cc1 (stereo not given)	-0.3	10	-4	-6	-0.7	-7	-7	1.8	-0.5
CCOC(=O)c1sc(=S)n2c1[nH]c(=O)c1ccc(C(=O)OC)cc12	-3.1	99*	14	-11	0.2	0	-5	-2.7	-0.6
CC(=O)c1cccc(NC(=O)N[C@@H](CC(C)C)C(=O)O)c1	-3.2	11	0	-12	0.0	-3	5	-2.9	-0.8
CCN1CCN(/C=N/c2nc(C)cs2)CC1	-1.4	10	1	-2	0.6	0	1	-0.5	-0.5
CC(=O)c1cccc(NC(=O)CCn2c(=S)oc3ccccc32)c1	-1.7	42	-4	9	1.4	-10	-4	-3.0	1.8
COc1ccc(CC(=O)NC(=S)Nc2ccc(S(N)(=O)=O)cc2)cc1	-1.6	3	0	20	24*	1	-2	-3.9	25*
O=C(COC(=O)C1c2ccccc2Oc2ccccc21)Nc1ccc2c(c1)OCO2	-1.4	32	-11	-8	6.2	-3	-10	-1.4	7.5
O=C1CSC(c2ccncc2)N1Cc1ccc(F)cc1 (stereo not given)	0.9	8	11	5	0.6	-3	-17	2.7	-1.2
Clc1ccc(-c2nc3ncccn3c2Cl)cc1	-1.4	16	2	-3	-0.1	.	-1	0.1	-2.1
COC(=O)c1ccc(CSc2nnc(CNC(=O)c3ccc(OC)cc3)o2)o1	1.1	35	17	1	0.2	-1	-15	2.7	1.1
CCCNC(=O)c1nnsc1Sc1ccc(Cl)cc1	-2.4	12	-8	-2	-1.0	-2	7	0.6	-1.4
CCOC(=O)c1c(N)sc(C(=O)Nc2ccccc2)c1C	1.4	24	-5	-7	-0.6	-6	-9	-0.9	-1.7
CCN(CC)S(=O)(=O)c1c(Br)cc(C)cc1Br	-1.3	0	-4	0	-1.5	-8	-8	-1.0	-1.5
CCCCOC(=O)c1ccc(Nc2ccc([N+](=O)[O-])cn2)cc1	-0.6	-1	7	-9	0.8	2	-1	-1.6	0.0
COc1ccc(C(=O)NC(=S)Nc2ccc(Cl)cn2)cc1OC	-2.6	24	4	-10	-0.4	-7	-2	-3.3	0.7
Cc1cc(=O)oc2c3c(cc(OCC(=O)NCc4ccco4)c12)OC(C)(C)CC3	-2.3	24	3	8	-1.7	-7	-25	-2.9	-2.1
O=C(O)CCc1ccc(-c2ccc(F)cc2)n1Cc1ccco1	1.4	11	29	-3	-0.4	-1	-26	0.0	0.7
CC1=C(C(=O)OC2CCCC2)C(c2coc3ccc(C)cc3c2=O)C2=C(CCCC2=O)N1 (stereo not given)	-1.5	-18	-7	-8	-0.8	-5	-21	-0.4	-1.7
COc1ccc(NC(=O)c2ccc(CN3CCc4ccccc4C3)cc2)c(OC)c1	-2.5	8	-16	-5	-0.1	-9	-7	-1.2	-1.8

Continued:
compound	IMP-1 inhibitor	PHOSPHO1 block	HCV NS3 hel inh	GPR7 antagonist	V1R ag counter	GalR3 antagonist	DNA FID counter	VIM-2 inhibitor	OXTR ag
CC(C)(C)C1CCC(C(=O)Nc2cccnc2)CC1 (stereo not given)	-2.7	34	10	-9	-0.8	-4	-18	-3.3	-0.4
CCOC(=O)N1CCC(NC(=O)C2CCN(c3ccc(N4CCOCC4)nn3)CC2)CC1	-4.4	13	11	0	0.4	.	-2	-2.0	0.3
CCCOC(=O)c1ccc(-n2nnnc2SCC(=O)N2CCCCC2)cc1	-5.0	13	-3	-10	3.2	-1	-18	-0.6	3.0
CC1(C)CC(=O)C=C(NCc2cccs2)C1	-3.3	-16	5	-10	-0.6	-4	-3	-1.8	-0.2

High-throughput results from PubChem BioAssay.

An unsorted share of the library; 4.3% or so of the library scored in one or more.
